# Source: PubChem
# CHRM5 PAM: human M5 muscarinic receptor positive allosteric modulators, primary screen, CHO-K1 cells, Fluo-8 calcium fluorescence; Muscarinic acetylcholine receptor M5 (Homo sapiens), P08912; CHO-K1 hM5, ACh EC20 PAM; 0% = ACh EC20, 100% = ACh EC100; activation, % at 3 µM; actives 0.3% (n = 360,000); AID 624038, 2012;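 active = activation above the run cutoff, the mean activation of all test compounds plus 3 SD, cut at about 18% in these data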
# Target sequence (P08912 whole entry, looked up): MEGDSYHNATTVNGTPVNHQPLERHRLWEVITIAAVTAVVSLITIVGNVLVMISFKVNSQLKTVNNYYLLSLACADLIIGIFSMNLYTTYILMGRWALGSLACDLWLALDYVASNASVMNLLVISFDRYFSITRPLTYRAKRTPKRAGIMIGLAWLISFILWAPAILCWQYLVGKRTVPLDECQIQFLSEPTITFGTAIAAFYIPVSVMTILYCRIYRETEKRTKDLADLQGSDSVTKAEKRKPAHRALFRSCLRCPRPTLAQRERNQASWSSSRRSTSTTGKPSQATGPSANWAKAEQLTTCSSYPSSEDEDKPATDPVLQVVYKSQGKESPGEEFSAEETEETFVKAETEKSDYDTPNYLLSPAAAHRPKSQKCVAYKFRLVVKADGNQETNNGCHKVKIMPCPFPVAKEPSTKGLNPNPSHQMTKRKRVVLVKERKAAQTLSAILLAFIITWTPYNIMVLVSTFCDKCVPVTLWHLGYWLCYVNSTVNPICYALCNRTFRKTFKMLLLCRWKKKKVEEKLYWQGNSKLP
#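 Test system: CHO-K1 hM5 cells / Doses: single-point, 3 µM nominal / Times: Post-acetylcholine fluorescence recording 140 s / Technique: Fluo-8 calcium fluorescence / Measure: Max/basal fluorescence ratio as % of EC20–EC100 ACh window / Benchmarks: low control EC20 acetylcholine (0%), high control EC100 acetylcholine (100%) / Replicates: one well per compound, no replicates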
# CHRM4 PAM: human M4 muscarinic receptor positive allosteric modulators, primary screen, CHO-K1 cells, Fluo-8 calcium fluorescence. Muscarinic acetylcholine receptor M4 (Homo sapiens), P08173. CHO-K1 hM4/Gqi5, ACh EC20; 0% = ACh EC20, 100% = maximal ACh. activation, % at 3 µM. actives 0.4% (n = 360,000). AID 624126, 2012;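 active = activation above its plate's cutoff, the mean activation of sample wells plus 3 SD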; also: some results filed as inactive read as strong as hits
# Target sequence (P08173 whole entry, looked up): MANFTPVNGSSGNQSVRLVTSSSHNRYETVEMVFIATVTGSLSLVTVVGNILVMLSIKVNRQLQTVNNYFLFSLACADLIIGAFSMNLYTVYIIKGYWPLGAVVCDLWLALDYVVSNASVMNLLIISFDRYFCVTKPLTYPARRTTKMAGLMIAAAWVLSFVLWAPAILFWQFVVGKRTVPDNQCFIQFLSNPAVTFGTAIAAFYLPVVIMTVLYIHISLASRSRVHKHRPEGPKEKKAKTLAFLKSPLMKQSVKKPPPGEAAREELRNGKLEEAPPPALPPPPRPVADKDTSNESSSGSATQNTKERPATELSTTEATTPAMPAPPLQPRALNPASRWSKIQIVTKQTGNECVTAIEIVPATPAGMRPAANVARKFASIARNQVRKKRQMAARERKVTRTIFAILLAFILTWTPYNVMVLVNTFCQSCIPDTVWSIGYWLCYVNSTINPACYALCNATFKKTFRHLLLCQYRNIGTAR
# CRFR2-BP ag: agonists of CRF-BP/CRF-R2 complex, primary screen, cell-based, HEK293, calcium dye fluorescence, uHTS. calcium dye fluorescence (FLIPR); percent of saturating CRF peptide response. activation, % at 13.2 µM. actives 0.46% (n = 350,000). AID 588473, 2011;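 active = activation of at least 50%, plus an integration ratio under a set limit after plate pattern correction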;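 also: plate controls were neutral control wells without compound for no effect and CRF at EC100 for full effect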
# M4 ag: human M4 muscarinic receptor agonists, primary screen, CHO-K1 cells, Fluo-8 calcium fluorescence | Muscarinic acetylcholine receptor M4 (Homo sapiens), P08173 | CHO-K1 hM4/Gqi5; vehicle 0%, full acetylcholine response 100% | activation, % at 3 µM | actives 0.14% (n = 360,000) | AID 624127, 2012;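 active = activation above the run mean over all test wells plus 3 SD, cut at about 32% in these data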;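 also: peak over basal fluorescence ratio per well then scaled between controls; 0% = DMSO wells and 100% = acetylcholine at EC100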
# CRFR2-BP antag: antagonists of CRF-BP/CRF-R2 complex, primary screen, cell-based, HEK293, calcium dye fluorescence, uHTS. inhibition, % at 11.8 µM. CRF-induced calcium fluorescence. actives 0.59% (n = 350,000);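 active = inhibition of the ligand-induced calcium signal above about 50% at the single tested concentration, limit read from the data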
# M4 antag: human M4 muscarinic receptor antagonists, primary screen, CHO cells, Fluo-8 calcium fluorescence; inhibition, % at 3 µM; AID 624125, 2012; CHO-hM4 cells, ACh EC80; Muscarinic acetylcholine receptor M4 (Homo sapiens), P08173; actives 0.73% (n = 360,000);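 active = inhibition above its plate's cutoff, the mean inhibition of sample wells plus 3 SD, cut at about 27% in these data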;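 also: 0% = acetylcholine EC80 with DMSO and 100% = DMSO without agonist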
# IDE inh: human IDE inhibitors in live cells, primary screen, fluorescence polarization, HEK cells, FAbetaB substrate; inhibition, % at 5.59 µM; actives 0.41% (n = 320,000); FAbetaB cleavage; Insulin-degrading enzyme (Homo sapiens), P14735;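 active = percent inhibition above the average of all tested compounds plus 3 SD, set per screening campaign, cut at about 16% in these data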;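 also: IDE supplied by intact live HEK cells; FP after avidin binding of uncleaved biotin substrate so inhibition keeps polarization high; 0% = DMSO wells and 100% = 60 µM reference IDE inhibitor Ii1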
# CHRM5 agonist: human M5 muscarinic receptor agonists, primary screen, CHO-K1 cells, Fluo-8 calcium fluorescence. Muscarinic acetylcholine receptor M5 (Homo sapiens), P08912. CHO-K1 hM5 cells; 0% DMSO wells, 100% maximal acetylcholine response. activation, % at 3 µM. actives 0.19% (n = 360,000). AID 624037, 2012;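 active = activation above the run's mean over test compounds plus 3 SD, cut at about 23% in these data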;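 also: signal is peak over basal fluorescence ratio across the kinetic read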
# CHRM5 antagonist: human M5 muscarinic receptor antagonists, primary screen, CHO cells, Fluo-8 calcium fluorescence | Muscarinic acetylcholine receptor M5 (Homo sapiens), P08912 | CHO-hM5 cells, ACh EC80 | inhibition, % at 3 µM | actives 0.59% (n = 360,000);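 active = inhibition above a per-plate cutoff, the mean of that plate's test compounds plus 3 SD, cut at about 27% in these data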;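 also: 0% = acetylcholine EC80 with DMSO and 100% = DMSO without agonist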
# * marks the source's active call; other numbers are inactive results; . = no result given.
Molecule	CHRM5 PAM	CHRM4 PAM	CRFR2-BP ag	M4 ag	CRFR2-BP antag	M4 antag	IDE inh	CHRM5 agonist	CHRM5 antagonist
CC[C@@H](C)[C@H](NC(=O)C1CCN(C(=O)[C@@H](NS(=O)(=O)c2ccc(C)cc2)C(C)C)CC1)C(=O)O	4	3	2.2	1	1	-1	4	-1	-6
CN(Cc1ccc2ccccc2c1)C(=O)c1ccc(C(F)(F)F)cc1	-9	-5	0.4	0	-8	25	2	-5	27*
CN1CCN(c2ccc(C(=O)c3ccc(F)cc3)cc2)CC1	-4	-4	0.1	1	-17	13	4	-3	3
CCOC(=O)c1ccc(N2C(=O)CC(N(Cc3ccc4c(c3)OCO4)C(=O)Nc3ccccc3)C2=O)cc1 (configuration not stated)	-9	-12	-0.4	13	22	-5	-2	-5	24
Cc1cc(C(=O)COC(=O)C2=NNC(=O)CC2)c(C)n1-c1cccc(C(F)(F)F)c1	3	5	3.4	3	19	-5	-4	-2	-4
CCCCCC(=O)NNC1CC(=O)N(c2cccc(OCC)c2)C1=O (configuration not stated)	-6	-10	-0.7	0	14	-3	1	1	6
CC(=O)Nc1cccc(C(=O)/C=C/c2ccc(N(C)C)cc2)c1	-21	-22	196*	68*	-219	39*	56*	74*	34*
CC(C)(C)c1cccc(Oc2nn[nH]n2)c1	-3	1	0.2	0	5	8	0	3	-5
Cc1ccc(S(=O)(=O)NCCC(=O)Nc2cccc(Cl)c2)cc1	-6	0	-0.1	3	-8	13	10	-1	1
CC(=O)Nc1ccc(C(=O)N/N=C/C2CC3C=CC2C3)cc1 (configuration not stated)	5	7	-0.8	4	18	-12	3	1	2

# CHRM5 agonist: hit marks shown above.
Molecule	CHRM5 PAM	CHRM4 PAM	CRFR2-BP ag	M4 ag	CRFR2-BP antag	M4 antag	IDE inh	CHRM5 agonist	CHRM5 antagonist
CC(=O)Nc1cccc(C(=O)/C=C/c2ccc(N(C)C)cc2)c1	-21	-22	196*	68*	-219	39*	56*	74*	34*

# Returning to the listing, repeating the two entries before the break.
Molecule	CHRM5 PAM	CHRM4 PAM	CRFR2-BP ag	M4 ag	CRFR2-BP antag	M4 antag	IDE inh	CHRM5 agonist	CHRM5 antagonist
Cc1ccc(S(=O)(=O)NCCC(=O)Nc2cccc(Cl)c2)cc1	-6	0	-0.1	3	-8	13	10	-1	1
CC(=O)Nc1ccc(C(=O)N/N=C/C2CC3C=CC2C3)cc1 (configuration not stated)	5	7	-0.8	4	18	-12	3	1	2
O=c1cc(CN2CCN(S(=O)(=O)c3ccc4c(c3)OCCO4)CC2)c2ccc(O)cc2o1	-4	-5	-1.2	4	6	11	-2	3	-2
CCn1c(SCC(N)=O)nc2ccccc2c1=O	-6	-4	0.4	3	12	-9	6	1	10
CC1(C)CC(=O)c2c(nc(SCC(=O)Nc3nsc(-c4ccccc4)n3)c(C#N)c2-c2ccccc2)C1	2	9	-11	1	-146	6	2	-2	-4
CN(C)c1nc(OCCNC(=O)Nc2ccc(Cl)cc2)nc(N(C)C)n1	6	9	-0.5	1	-22	-2	4	3	-4
COc1cc(NC(=O)COC(=O)CNC(=O)c2ccc(C)s2)cc(OC)c1	0	-3	-1.6	2	-33	2	7	0	1
O=C(Nc1ccc(Cl)cc1)c1cc(S(=O)(=O)N2CCOCC2)cs1	5	-12	-0.6	9	-18	11	-1	4	-5
COC(=O)[C@H]1C[C@@H]1[C@H](NC(=O)c1cccnc1)c1ccccc1	11	1	-2.1	0	32	7	0	1	12
COc1ccccc1NC(=O)Nc1cc(NC(=O)Nc2ccccc2OC)c(C)nc1C	6	-3	0.6	1	5	4	5	-1	-14
CCOC(=O)CC1C(=O)NCCN1C(=O)c1cc2c(=O)n3cccc(C)c3nc2s1 (configuration not stated)	-2	4	-2.4	1	31	-7	1	3	0
O=C(CCN1CCOCC1)Nc1cc(C(=O)Nc2ccccc2F)ccc1N1CC2CC(C1)c1cccc(=O)n1C2 (configuration not stated)	1	-2	-1.4	1	-6	0	0	-3	1
COc1ccc(OC)c(C2=NOC(C(=O)NCC3CCCO3)C2)c1 (configuration not stated)	3	12	2.9	1	-21	7	-5	1	5
CCOc1ccc(S(=O)(=O)/N=C(/Nc2ccc(OC)cc2)c2ccccc2)cc1	-6	-5	0.0	2	3	-9	-2	-2	5
COC(=O)c1ccc(C(=O)Nc2cc(Cl)ccc2Cl)cc1NC(=O)c1ccc(N(C)C)cc1	1	1	-0.4	0	-8	1	1	0	-8
C[C@@]12C(=O)N(c3ccccc3)C(=O)N1[C@@H]1c3ccccc3OC[C@@H]1[C@H]2c1ccccc1	-20	-6	-0.9	9	9	5	-2	-1	14
Cc1ccc(C)c(N(C)S(=O)(=O)c2ccc3[nH]cc(C(=O)NCCN4CCOCC4)c(=O)c3c2)c1	-3	2	-0.8	1	6	-6	8	0	1
OC(c1ccc(F)cc1)C(CN1CCOCC1)c1ccccc1 (configuration not stated)	2	-6	1.4	0	-8	-6	-2	-1	-2
COc1ccccc1CC(=O)N1CCN(S(=O)(=O)c2cccs2)CC1	-3	3	0.5	2	0	1	1	1	-4
CC1CN(C(=O)CCNS(=O)(=O)c2ccc(Br)cc2)CC(C)O1 (configuration not stated)	0	8	-0.6	2	13	-15	0	-3	-4
O=C(NC1CCCCC1)C(c1ccco1)N(Cc1ccco1)C(=O)c1ccco1 (configuration not stated)	-1	7	-4.3	3	22	-26	3	-1	-6
CC(=O)NCCc1c[nH]c2ccc(OCC(O)CNC(C)(C)C)cc12 (configuration not stated)	1	0	-2.3	1	15	-5	5	1	11

# The final 6 entries of the section before are carried over, then new ones follow:
# Labels used below: A = CHRM5 PAM; B = CHRM4 PAM; C = CRFR2-BP ag; D = M4 ag; E = CRFR2-BP antag; F = M4 antag; G = IDE inh; H = CHRM5 agonist; I = CHRM5 antagonist
> Cc1ccc(C)c(N(C)S(=O)(=O)c2ccc3[nH]cc(C(=O)NCCN4CCOCC4)c(=O)c3c2)c1
  A = -3	B = 2	C = -0.8	D = 1	E = 6	F = -6	G = 8	H = 0	I = 1
> OC(c1ccc(F)cc1)C(CN1CCOCC1)c1ccccc1 (configuration not stated)
  A = 2	B = -6	C = 1.4	D = 0	E = -8	F = -6	G = -2	H = -1	I = -2
> COc1ccccc1CC(=O)N1CCN(S(=O)(=O)c2cccs2)CC1
  A = -3	B = 3	C = 0.5	D = 2	E = 0	F = 1	G = 1	H = 1	I = -4
> CC1CN(C(=O)CCNS(=O)(=O)c2ccc(Br)cc2)CC(C)O1 (configuration not stated)
  A = 0	B = 8	C = -0.6	D = 2	E = 13	F = -15	G = 0	H = -3	I = -4
> O=C(NC1CCCCC1)C(c1ccco1)N(Cc1ccco1)C(=O)c1ccco1 (configuration not stated)
  A = -1	B = 7	C = -4.3	D = 3	E = 22	F = -26	G = 3	H = -1	I = -6
> CC(=O)NCCc1c[nH]c2ccc(OCC(O)CNC(C)(C)C)cc12 (configuration not stated)
  A = 1	B = 0	C = -2.3	D = 1	E = 15	F = -5	G = 5	H = 1	I = 11
> CCCCCCCOC(=O)C1=C(C)Nc2ncnn2C1c1cccs1 (configuration not stated)
  A = -5	B = -5	C = -0.5	D = 1	E = -2	F = 10	G = -4	H = -1	I = 8
> COc1cc(OC)c(NC(=O)c2ccc(F)cc2)cc1Cl
  A = 7	B = 15	C = -11	D = 2	E = -4	F = -8	G = 1	H = 0	I = 6
> Cc1ccc(C(=O)N(Cc2nnc(-c3ccc(Cl)cc3)o2)C2CC2)o1
  A = -7	B = 7	C = 1.6	D = 1	E = -12	F = 4	G = -2	H = -2	I = 2
> Clc1ccc(-c2nnnn2-c2ccc(Cl)c(Cl)c2)cc1Cl
  A = -4	B = -2	C = -1.2	D = -1	E = 19	F = 4	G = -1	H = -4	I = 3
> CCN(CC)CCN1C(=O)C(=O)/C(=C(/O)c2ccc3c(c2)CC(C)O3)C1c1ccc(OC)cc1 (configuration not stated)
  A = 0	B = 3	C = -1.3	D = 1	E = 2	F = -6	G = 0	H = -3	I = 11
> CC(=O)c1cc(NC(=O)c2ccc(C)cc2)c(=O)oc1/C=C/N(C)C
  A = 0	B = 11	C = 123*	D = 0	E = -83	F = 4	G = 12	H = 0	I = 2
> O=C1CCC(=O)N1c1ccc(NCCc2cccc(F)c2)c([N+](=O)[O-])c1
  A = 5	B = 16	C = -1.8	D = 2	E = 8	F = 3	G = -3	H = 1	I = 1
> O=C(c1c(Cl)cccc1Cl)N1CCN(c2ccccn2)CC1
  A = -3	B = 6	C = 2.9	D = 2	E = 8	F = 5	G = -1	H = 1	I = 1
> CNC(=O)Nc1cccc(-c2cc(-c3c(Cl)cccc3Cl)no2)c1
  A = -5	B = -4	C = 0.1	D = 13	E = 12	F = 0	G = 2	H = 8	I = -1
> CCCn1c(N)c(CC)c(=O)[nH]c1=O
  A = 5	B = 1	C = 2.5	D = 0	E = 5	F = -1	G = 0	H = 5	I = 6
> CC1=C(C(=O)OCc2cc(C)on2)N2C(=O)[C@@H](NC(=O)OCc3cc(C)on3)[C@H]2SC1
  A = -6	B = -3	C = 0.0	D = 1	E = -1	F = 7	G = -1	H = 2	I = 11
> O=C(/C=C/c1cccc(Cl)c1)c1nc2ccccc2[nH]1
  A = 5	B = -5	C = 0.0	D = 5	E = 26	F = 0	G = 5	H = -7	I = 4
> Cc1cc(C)n(-c2ccc(C(=O)Nc3cccc([N+](=O)[O-])c3)cc2)n1
  A = -15	B = -9	C = -0.1	D = 12	E = -26	F = 4	G = 8	H = 0	I = 27*
> CCCCN(CCCNC(=O)c1ccc2nc(N3CCOCC3)sc2c1)Cc1ccccc1
  A = -4	B = -7	C = 0.1	D = 1	E = 3	F = 19	G = -1	H = -10	I = 8
> CCOc1ccccc1NC(=O)Nc1cccc(C(C)=O)c1
  A = -12	B = -1	C = -2.0	D = 4	E = -5	F = 4	G = -4	H = -2	I = 9
> CC(C)Cn1c(=O)n(C)c(=O)c2[nH]cnc21
  A = 0	B = 6	C = -2.0	D = 0	E = -8	F = -2	G = -3	H = 1	I = 0
> CN1OC(COC(=O)c2ccccc2)CC1c1ccccc1 (configuration not stated)
  A = -6	B = 11	C = -2.5	D = -1	E = 21	F = -8	G = 1	H = -4	I = 18
> Cc1ccc2c(c1)N(C(=O)CCC(=O)NC1CCN(Cc3ccccc3)CC1)CC(C)O2 (configuration not stated)
  A = -2	B = -5	C = -1.7	D = 0	E = 41	F = 8	G = -4	H = -5	I = 2
> O=C(NCc1ccccn1)c1ccc(OC2CCN(Cc3cccs3)CC2)cc1
  A = 2	B = -7	C = -0.5	D = 2	E = 1	F = 10	G = 2	H = -9	I = -4
> O=S1(=O)N[C@@H](Cc2ccccc2)COc2ccc(Cl)cc21
  A = -3	B = 4	C = -0.9	D = 0	E = 4	F = -10	G = .	H = -1	I = -5
